Cav32 inh: inhibitors of human Cav3.2 T-type calcium channel; O95180; Cav3.2-expressing cells, Fluo-4 calcium fluorescence FDSS; hits give low values; B-score at 10 µM; actives 4% (n = 100,000); AID 449739;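 active = single-dose well whose peak fluorescence ratio is a statistical outlier from its plate by either plate-standardised score or position-corrected B-score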
* hit, by the source's call. Not all compounds are listed, so the mix of outcomes need not match the whole.

Cav32 inh | Compound
1.13 | Cc1cccc(NC(=O)c2c(O)c3cccc4c3n(c2=O)CCC4)n1
0.98 | Cc1sc2ncnc(SCC(=O)N3CCN(C(=O)c4ccco4)CC3)c2c1C
-0.79 | O=C(/C=C/c1cccs1)N1CCC2(CC1)Oc1ccc(Cl)cc1C(=O)C21CC(c2ccc(Cl)cc2)=NO1 (stereo not given)
0.233 | O=C(C1CC(=O)N(c2ccccc2)C1)N1CCN(C2=NS(=O)(=O)c3ccccc32)CC1 (stereo not given)
-0.287 | c1ccc(-n2ncc3c(NCc4cccs4)ncnc32)cc1
-2.64 | CCOc1cc(C2C(C(=O)OC)=C(C)N=C3SC(C)C(=O)N32)ccc1OC(C)=O (stereo not given)
-0.435 | Cc1ccc(Sc2nc(-c3ccccc3)nnc2C(F)(F)F)cc1
-0.703 | CSc1nc(-c2ccccc2)nc(N2CCCC2)c1C(C)=O
0.00683 | COc1ccc2[nH]c(C)c(C(=O)CN3CCc4cc(OC)c(OC)cc4C3)c2c1
0.323 | O=C(NCc1nc2ccccc2[nH]1)C1=C[C@H](C2CC2)C[C@H](OCc2ccc(CO)cc2)O1
1.08 | CCOC(=O)CCCCCNC(=O)c1ccc(F)cc1F
-3.01* | COC(=O)C1=C(C(=O)OC)[C@@H]2N(Cc3ccccc3)c3ccccc3[C@@]23C[C@@H](C(=O)OC)N(C(=O)c2cc(C)oc2C)C3=N1
-0.036 | CCOc1nc2ccccc2nc1NS(=O)(=O)c1ccccc1
-0.448 | COC(=O)c1ccccc1NC(=O)CSc1nnnn1-c1ccc(C)cc1C
-1.63 | COc1ccccc1-c1c(C)oc2cc(OC(=O)c3ccco3)ccc2c1=O
-0.869 | COc1ccc(-c2[nH]ncc2-c2ccc(Cl)cc2)c(O)c1
0.496 | COCCn1c(=S)[nH]c2cc(C(=O)N3CCc4ccccc43)ccc2c1=O
1.43 | O=C1C2CC=CCC2C(=O)N1c1cccc(OS(=O)(=O)c2ccc3ccccc3c2)c1 (stereo not given)
0.789 | c1ccc(N2CCN(CCc3nnc4n3CCCCC4)CC2)cc1
0.229 | NNC(=O)CN1C(=O)Nc2ccc(Br)cc2C1c1ccccc1 (stereo not given)
-0.354 | Cc1cccc(NC(=O)CSc2ncnc3nc[nH]c23)c1C
0.398 | Cc1ccc2nc(N3CCN(Cc4nnnn4C4CCCC4)CC3)c(C#N)cc2c1
0.276 | Nc1nonc1C(=Nc1ccc(Br)cc1)NO
-0.884 | CC1CC2(CCCCC2)Nc2c1ccc1ccccc21 (stereo not given)
0.614 | CCOC(=O)C(Cc1ccccc1)NC(=O)CCc1c(C)nc2ncnn2c1C (stereo not given)
0.756 | COC(=O)c1ccccc1NC(=O)N1CCCC1
0.637 | N#Cc1ccccc1CSc1nc(O)cc(=O)[nH]1
-1.72 | Cc1nn(Cc2ccccc2Cl)c(C)c1NC(=O)c1noc2c1CCCCC2
-0.513 | O=C(NC1CCCc2ccccc21)c1ccc(CNc2c(N3CCOCC3)c(=O)c2=O)cc1 (stereo not given)
-0.695 | CN1/C(=C\C(=O)C(F)F)C(C)(C)c2ccccc21
0.0757 | CCn1cc(C(=O)NC(=S)Nc2cccc(O)c2)cn1
0.393 | CCOC(=O)c1sc2nc3c(cc2c1N)COC(C)(C)C3
1.92 | Cc1cc(-c2ccccc2)nc(N2CCN(c3ccccn3)CC2)n1
1.03 | Cc1ccc(N(CC(=O)N2CCOCC2)S(C)(=O)=O)cc1C
0.233 | O=C1CCC(/C=C/c2ccccc2)=NN1Cc1ccccc1Cl
0.585 | COc1ccc(S(=O)(=O)n2nc(-c3ccc(Cl)cc3)cc2N)cc1OC
-1.54 | CCc1ccc(-c2cc(C(=O)N3N=C(C(F)F)CC3(O)C(F)F)c3ccccc3n2)cc1 (stereo not given)
-1.8 | COc1ccc(-c2nnn(CC(=O)NCCc3c[nH]c4ccccc34)n2)cc1OC
1.04 | Cc1cccc[n+]1CC(=O)Nc1ccc([N+](=O)[O-])cc1Cl
0.302 | O=C(NCc1ccc(F)cc1)C(c1ccncc1)N(C(=O)c1csnn1)C1CC1 (stereo not given)
0.434 | Cc1ccc(CNC(=O)C2c3ccccc3C(=O)N3CCc4ccccc4C23)o1 (stereo not given)
-0.0587 | O=C(COc1ncnc2ccc(Br)cc12)Nc1ccc(N2CCOCC2)cc1
1.18 | CCOC(=O)c1oc2c(CN3CCCCC3C)c(O)ccc2c(=O)c1-c1ccc(OC)c(OC)c1 (stereo not given)
1.1 | C=C(C)c1nc(N)nc(N)n1
0.414 | CCN1CCN(Cc2ccc(NC(=O)c3cc(NC(=O)C(=O)c4c[nH]c5ccccc45)cc(OC)c3)cc2C(F)(F)F)CC1
-1.58 | C=C(C)c1cccc(C(C)(C)NC(=O)N2CCC(C)CC2)c1
1.99 | Cn1c(N)c(C(=O)CCl)c(=O)n(Cc2ccccc2)c1=O
0.691 | CC1(OC(=O)CCc2ccccc2)C(=O)C=C2C=C(c3ccc(C#N)cc3)N(CCc3c[nH]c4ccccc34)C=C2C1=O (stereo not given)
-6.02* | COc1ccc(S(=O)(=O)N2CCN(c3ccc(C)cc3C)CC2)cc1OC
0.648 | CCCCSc1nnc2nc(C)cc(C)n12
0.0545 | O=C(N/N=C/c1cccc([N+](=O)[O-])c1)c1ccc2c(c1)OCCO2
0.356 | CCOc1ccc(C2CC(=O)NC3=C2C(=O)CCC3)cc1Cl (stereo not given)
0.687 | CCc1ccc(CNCCSc2nnnn2C)cc1
0.209 | O=C(NCCc1cccs1)C1CC(c2ccccc2F)=NO1 (stereo not given)
0.66 | Cc1ccc(NC(=O)Nc2nc(-c3ccc(C)s3)cs2)cc1
1.54 | COC(=O)c1ccc2c(=O)n(CC3CCCO3)c(SCC(=O)Nc3ccccc3Cl)nc2c1 (stereo not given)
0.747 | COCCCNC(=O)CCCn1c(=O)[nH]c2ccccc2c1=O
-0.982 | O=C(Cn1c(SCC(=O)NC2CCCC2)nnc1-c1ccncc1)Nc1ccc2c(c1)OCO2
-1.55 | CCOc1ccc(S(=O)(=O)NCCSCc2ccco2)cc1
0.699 | Cc1cc(C(=O)NCc2ccccc2)c(=O)[nH]c1C

Further results
Cav32 inh | Compound
0.294 | CC1CCN(c2c(NCC3CCC(C(=O)N4CCc5ccccc5C4)CC3)c(=O)c2=O)CC1 (stereo not given)
-0.0248 | COC(=O)C1=C(C)N(CCC2=CCCCC2)C(=O)C1
0.702 | CCOC(=O)c1sc(NC(=O)CSc2nc(C)cc(-c3ccccc3)n2)c(C#N)c1C
1.04 | CCOC(=O)c1sc(=S)n(-c2cc(F)ccc2F)c1N
-4.77* | O=C(Nc1cccc(C(F)(F)F)c1)c1ccc2nc(-c3ccco3)c(-c3ccco3)nc2c1
-0.226 | CC1CC(C)CN(C(=O)COC(=O)CNS(=O)(=O)/C=C/c2ccccc2)C1 (stereo not given)
0.223 | CCCc1cc2c(=O)c(-c3ccc4c(c3)OCCO4)c(C)oc2cc1OS(C)(=O)=O
-2.82 | CSc1ccccc1NC(=O)CN(Cc1ccc(Cl)cc1)S(C)(=O)=O
-0.0943 | Cc1cc(Br)ccc1NC(=O)CNC(=O)CN(C)Cc1nc2ccccc2c(=O)[nH]1
-0.0334 | COC(=O)Nc1nc(C)c(C(=O)N(C)C)s1
0.574 | Cc1ccc2nc(NCc3ccco3)c(C=NCc3ccco3)c(=O)n2c1
0.596 | CCOC(=O)c1cccc(-n2c(C)nc3ccccc3c2=O)c1
-2.37 | O=C(CSc1nnc(-c2cccs2)n1Cc1ccco1)c1ccc2c(c1)OCO2
1.12 | CC#CCCCC(=O)Nc1ccccc1C(=O)O
-0.216 | Cc1nc(N2CCOCC2)nc2c1CCCC2
0.469 | CCCC(=O)N1c2ccc(-c3csc(N)n3)cc2CC1C (stereo not given)
-2.43 | Clc1ccc(Oc2nnnn2-c2ccccc2)cc1
0.816 | Cc1n[nH]c(=O)nc1NC(C)c1ccccc1 (stereo not given)
-0.513 | Cc1ccccc1NS(=O)(=O)c1ccc(NC(=O)c2nc3ncccn3n2)cc1
-0.271 | CC1CCCCN1Cc1c(C#N)c2ccccc2n1C (stereo not given)
0.45 | CCN(CC)C(=O)C1CCN(CC2CC=CCC2)CC1 (stereo not given)
0.216 | O=C(c1csc2c1CCCC2)N1CCN(c2ncccn2)CC1
-0.0261 | CC(C)NC(=O)CCS(=O)(=O)c1ccc(Br)s1
-0.263 | COC(=O)c1cc(Br)c(=O)n(-c2ccc(OC)cc2)c1
-0.0757 | O=C(CSc1ccsc1[N+](=O)[O-])NCCc1ccccc1
0.537 | CCCNC(=O)C(=O)c1cccn1-c1ccsc1C(=O)OC
1.13 | CCn1c(SCCN2CCCCC2)nnc1-c1ccc(S(=O)(=O)N2CCOCC2)cc1
-0.126 | CCOC(=O)CN1C(=O)SC(CC(=O)Nc2nccs2)C1=O (stereo not given)
0.353 | Cc1nn(-c2cc(Cl)ccc2N)c(=O)c2ccccc12
-1.67 | C=CCn1c(COc2ccccc2)nnc1SCC(=O)N/N=C/c1ccc(C)cc1
-1.31 | CN(C)c1nc(Oc2ccc(C(=O)OCC(=O)Nc3ccccc3)cc2)nc(N(C)C)n1
-0.449 | Cc1cc(C)c2nc(NNC(=O)c3ccc(S(=O)(=O)N4CC(C)CC(C)C4)cc3)sc2c1 (stereo not given)
0.665 | Cc1cc(Cl)c(S(=O)(=O)Nc2ccon2)cc1OCC(=O)NC1CCCCC1
-3.7 | N#Cc1ccccc1NC(=O)CNc1ccccc1N1CCCCC1
0.0259 | CCCS(=O)(=O)c1nc(S(=O)(=O)c2ccc(C)cc2)c(N2CCCC2)s1
-1.23 | CCOC(=O)c1c(C)n(OCc2ccccc2)c2ccc3nonc3c12
0.627 | COc1ccc(N2CCN(CCCNC(=O)C3CCCN(S(=O)(=O)c4cnc[nH]4)C3)CC2)cc1 (stereo not given)
-0.0118 | Cc1cc(=O)oc2cc(OCC(=O)N3CCCc4ccccc43)ccc12
1.42 | Cn1c(=O)c2c(-c3ccccc3)n(-n3cnnc3)cc2n(C)c1=O
-0.0347 | CN(C)CCN1C(=O)c2oc3ccccc3c(=O)c2C1c1cccc(Br)c1 (stereo not given)
0.82 | CSC(=NS(=O)(=O)c1ccccc1)SC
0.148 | CN1CCN(/C=N/c2sc3c(c2C#N)CCCCC3)CC1
0.379 | N#CC(=C1N=c2ccccc2=N1)c1c(O)[nH]c2ccccc12
0.00891 | CCOc1ccc(C(=O)c2nc3c(n2O)CCCC3)cc1
-0.453 | CCOc1ccc(CCNC(=O)C2CC(=O)N(C3CCCC3)C2)cc1OCC (stereo not given)
0.315 | Cc1c(CCO)c(=O)[nH]n1C(=O)c1ccc(F)cc1
1.54 | COc1ccc(-n2nnnc2SCC(=O)c2cccc(OC)c2)cc1
0.0721 | O=C(COc1cccc2ccccc12)NNC(=O)[C@@H]1CCCC[C@@H]1C(=O)O
0.179 | O=C(COC(=O)c1ccc2ccccc2c1)Nc1ncc(C(F)(F)F)cc1Cl
1.58 | C=CCn1c(=O)c(C#N)cc2c(=O)n3ccccc3nc21
0.819 | CCOC(=O)Cn1c(S(=O)(=O)Cc2ccccc2)nc2ccccc21
-0.703 | O=C(NC1CCCCC1)C(c1ccc(Cl)cc1)N(C(=O)c1cnccn1)c1ccc2c(c1)OCO2 (stereo not given)
0.198 | CCOC(=O)N1CCN(C(=O)CS(=O)(=O)Cc2nc(-c3ccccc3C)oc2C)CC1
0.503 | O=C(Nc1ccc(F)cc1)N(CCCN1CCOCC1)Cc1cc2cc3c(cc2[nH]c1=O)OCCO3
0.327 | O=C(COC(=O)C1CCN(C(=O)c2ccc(Cl)cc2)CC1)c1ccco1
-0.49 | COc1ccc(-c2noc(CCCc3ccccc3)n2)cc1OC
0.149 | Cc1nc2ccccc2c2oc(C(=O)NCCN3CCN(C)CC3)cc12
0.0738 | O=C(NC1CCCCC1)NC1CCN(S(=O)(=O)Cc2ccccc2)CC1
0.1 | CC(c1ccco1)N(C(=O)c1ccc(Cl)s1)c1ccccn1 (stereo not given)
0.211 | CCOc1ccc(Cl)cc1CNCCNCCO

Among those listed so far, 14 have two or more sulfur atoms.
Cav32 inh | Compound
0.98 | Cc1sc2ncnc(SCC(=O)N3CCN(C(=O)c4ccco4)CC3)c2c1C
0.66 | Cc1ccc(NC(=O)Nc2nc(-c3ccc(C)s3)cs2)cc1
-1.55 | CCOc1ccc(S(=O)(=O)NCCSCc2ccco2)cc1
0.702 | CCOC(=O)c1sc(NC(=O)CSc2nc(C)cc(-c3ccccc3)n2)c(C#N)c1C
1.04 | CCOC(=O)c1sc(=S)n(-c2cc(F)ccc2F)c1N
-2.82 | CSc1ccccc1NC(=O)CN(Cc1ccc(Cl)cc1)S(C)(=O)=O
-2.37 | O=C(CSc1nnc(-c2cccs2)n1Cc1ccco1)c1ccc2c(c1)OCO2
-0.0261 | CC(C)NC(=O)CCS(=O)(=O)c1ccc(Br)s1
-0.0757 | O=C(CSc1ccsc1[N+](=O)[O-])NCCc1ccccc1
1.13 | CCn1c(SCCN2CCCCC2)nnc1-c1ccc(S(=O)(=O)N2CCOCC2)cc1
-0.126 | CCOC(=O)CN1C(=O)SC(CC(=O)Nc2nccs2)C1=O (stereo not given)
-0.449 | Cc1cc(C)c2nc(NNC(=O)c3ccc(S(=O)(=O)N4CC(C)CC(C)C4)cc3)sc2c1 (stereo not given)
0.0259 | CCCS(=O)(=O)c1nc(S(=O)(=O)c2ccc(C)cc2)c(N2CCCC2)s1
0.82 | CSC(=NS(=O)(=O)c1ccccc1)SC

More structures:
Cav32 inh | Compound
-0.019 | O=C(OC(C(=O)NC1CCCC1)c1cccnc1)C1=Cc2ccccc2OC1 (stereo not given)
-0.0589 | Oc1ccc(Cl)cc1-c1cc(C(F)(F)C(F)F)nc(-c2ccccc2)n1
-2.53 | O=C(NCCC1=CCCCC1)C1CCN(c2nnc(-n3cccc3)s2)CC1
0.194 | CC(OC(=O)c1cc[n+]([O-])cc1)C(=O)Nc1ccc(Cl)cn1 (stereo not given)
-3.17 | COc1ccccc1C(=O)N(Cc1nc(-c2ccc(Cl)cc2)no1)C(C)C
-3.05 | Cc1ccc2c(CN3C(=O)NC4(CCCCC4)C3=O)cc(=O)oc2c1C
0.0486 | Cc1csc(=S)n1-c1ccccc1
